# AmpC inh detg = AmpC beta-lactamase inhibition with detergent present | 0.041% of 370,000 active | P00811 | Potency, µM (top dose mostly 114 µM), for inactives: at the top dose activity change, negative = inhibition, hits mostly inhibitors | AmpC hydrolysis of nitrocefin, absorbance 480 nm, 0.01% Triton | AID 485294;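 note: potency is the fitted concentration of half-maximal effect; 0% = no-compound wells and -100% = no-enzyme wells; nearly all actives have a fitted effect of over 25% in size; some results filed as inactive show a strong effect at the top dose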
# Target sequence (P00811 whole entry, looked up): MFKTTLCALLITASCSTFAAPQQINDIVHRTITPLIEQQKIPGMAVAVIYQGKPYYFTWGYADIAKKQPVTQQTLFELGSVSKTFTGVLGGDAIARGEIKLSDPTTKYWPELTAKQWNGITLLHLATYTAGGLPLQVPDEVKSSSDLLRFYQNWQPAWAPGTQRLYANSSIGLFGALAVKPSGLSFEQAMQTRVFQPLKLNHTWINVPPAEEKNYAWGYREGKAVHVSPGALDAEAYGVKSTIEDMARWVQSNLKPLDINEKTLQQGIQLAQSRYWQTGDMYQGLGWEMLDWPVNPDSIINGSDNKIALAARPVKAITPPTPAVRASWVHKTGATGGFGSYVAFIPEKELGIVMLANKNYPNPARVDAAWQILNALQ
#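 AmpC (5.3 nM in the dispensed reagent) in 20 mM phosphate pH 7.0 with 0.01% (detergent screen) or 0.0001% Triton X-100 was preincubated with compounds for 15 min at room temperature. Nitrocefin was then added from an 800 uM solution, and hydrolysis was followed at 480 nm.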
# Sm TGR block = S. mansoni TGR enzyme inhibition; Q962Y6; purified TGR, DTNB reduction, TNB absorbance 405 nm; Potency, µM (top dose mostly 114 µM), for the others: top-dose activity change, negative = inhibition, usual class: inhibitors; 3% of 360,000 active; note: potency is the fitted concentration of half-maximal effect; nearly all actives have a fitted effect of over 60% in size
#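 Kinetic colorimetric format: TGR-catalysed, NADPH-driven DTNB reduction monitored via TNB absorbance. Enzyme dispensed at 20 nM; compound exposure 15 min at room temperature before reaction start.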
# FBPA Giardia inh = blocks Giardia fructose-bisphosphate aldolase activity. AID 2451. A8B2U2. 0.71% of 290,000 active. purified Giardia FBPA. Potency, µM (doses to about 59.6 µM), inactives show top-dose activity, negative = inhibition, actives largely listed as inhibitors; note: potency is the fitted concentration of half-maximal effect; nearly all actives have a fitted effect of over 55% in size
# Target sequence (A8B2U2 whole entry, looked up): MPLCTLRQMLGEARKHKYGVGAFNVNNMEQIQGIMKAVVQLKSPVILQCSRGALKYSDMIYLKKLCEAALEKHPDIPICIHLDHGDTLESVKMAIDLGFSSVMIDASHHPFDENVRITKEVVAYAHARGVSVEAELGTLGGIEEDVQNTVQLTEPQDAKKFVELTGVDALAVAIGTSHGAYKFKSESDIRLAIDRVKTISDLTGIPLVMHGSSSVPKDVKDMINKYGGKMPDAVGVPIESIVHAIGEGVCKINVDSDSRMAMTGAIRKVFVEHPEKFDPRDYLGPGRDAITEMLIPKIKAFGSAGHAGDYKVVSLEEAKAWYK
#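 40 nM FBPA preincubated 10 min at RT with compound (up to 57.5 uM final), then substrate plus GAPDH/TPI/NAD/arsenate coupling and diaphorase/resazurin added. Fluorescence read after 20 min at RT, 525/598 nm.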
# HCV inhibitor = blocks hepatitis C virus | Huh7.5.1 HCVcc-Cre infection, luciferase reporter, 44 h | Potency, µM (series often up to 41.8 µM), inactives show top-dose activity change, negative = inhibition, most hits filed as inhibitors | 3.4% of 340,000 active | AID 651820; note: potency is the fitted concentration of half-maximal effect
#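 Infectious HCVcc-Cre (~0.5 moi) was added to cells just after compound, with cells seeded 4 h earlier at 1,000 per well. Luciferase activity after 44 h culture reported infection; substrate was incubated 15 min at room temperature before reading.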
# AMA1 RON2 block = AMA1-RON2 (P. falciparum) interaction inhibition. AlphaScreen AMA1-biotinylated RON2 peptide binding. Potency, µM (titrated, usually from 58.2 µM), inactives show top-dose activity change, negative = inhibition, hits mostly inhibitors. 0.2% of 360,000 active;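 note: potency is the fitted concentration of half-maximal effect; 0% = vehicle wells and -100% = peptide control; nearly all actives have a fitted effect of over 45% in size; some results filed as inactive show a strong effect at the top dose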
#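 AMA1 (3D7) with his tag at 25 nM final met compounds first, then biotinylated RON2 peptide at 25 nM; detection used donor plus acceptor beads, 10 µg/mL apiece, read by AlphaScreen after 30 min at room temperature.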
# HCMV antiviral = inhibitors of human cytomegalovirus; HFF cells, HCMV-luciferase reporter, 72 h; stronger effect = lower value; 4.5% of 410,000 active; activity change, negative = inhibition, % at 57.5 µM; AID 1259415; in the data active = activity change below about -60%; inconclusive = no clear call, values can overlap the other calls; inactive = above about -39%
#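 Human foreskin fibroblasts infected with luciferase-reporter HCMV at MOI 1 PFU/cell, compounds at two doses. Luciferase measured 72 h post infection; normalized to buffer-only basal and Salinomycin (10uM) controls.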
# Numbers without * were called inactive; u = inconclusive; x = no result given; [ ] = dose if it differs, or a comment. Unless noted, calls come from the whole dose curve; as a rule, active = well fitted curve in the direction sought with a large enough effect; inconclusive = small, poorly fitted or top-dose-only effect, or another doubt; inactive = no such curve, though single readings can be large; an effect the other way counts as inactive or inconclusive. Unless noted, % is set by controls: 0 for no effect and ±100 for the full control effect. Compounds were not picked by outcome; about 9.3% have a hit in one of these screens.
# A first look:
SMILES,AmpC inh detg,Sm TGR block,FBPA Giardia inh,HCV inhibitor,AMA1 RON2 block,HCMV antiviral
O=C(Cc1ccc(Cl)cc1)c1c[nH]c(C(=O)NCCCn2ccnc2)c1,-11%,0%,9%,10%,-4%,-25
COCCCN(C(=S)Nc1cccc(Cl)c1)C(C)c1ccncc1 (configuration not stated),-15%,-11%,5%,-11%,2%,u
CCOC(=O)c1c(NC(=O)CN2CCN(C(=O)c3ccco3)CC2)sc(C)c1C,3%,1%,x,x,-2%,-3
COc1cc(NC(=S)NC(=O)CCc2ccccc2)cc(OC)c1,0%,u,x,x,21%,-84*

# The whole of this part, from the first entry:
SMILES,AmpC inh detg,Sm TGR block,FBPA Giardia inh,HCV inhibitor,AMA1 RON2 block,HCMV antiviral
O=C(Cc1ccc(Cl)cc1)c1c[nH]c(C(=O)NCCCn2ccnc2)c1,-11%,0%,9%,10%,-4%,-25
COCCCN(C(=S)Nc1cccc(Cl)c1)C(C)c1ccncc1 (configuration not stated),-15%,-11%,5%,-11%,2%,u
CCOC(=O)c1c(NC(=O)CN2CCN(C(=O)c3ccco3)CC2)sc(C)c1C,3%,1%,x,x,-2%,-3
COc1cc(NC(=S)NC(=O)CCc2ccccc2)cc(OC)c1,0%,u,x,x,21%,-84*
O=C(Cc1ccccc1)OCn1nnc2ccccc2c1=O,-7%,7%,6%,1%,7%,-11
CCCCN(C/C=C/c1ccccc1OC)Cc1ccccc1,2%,0%,-20%,3%,-9%,3
CCCCCCC1CC(C)(/C(C)=N/NC(N)=O)OC1=O (configuration not stated),-13%,-24%,x,-2%,-11%,-9
O=S(=O)(NCCN1CCOCC1)c1cc(Cl)ccc1Cl,-11%,6%,-1%,16%,5%,7
Cc1n[nH]c(=O)c2c(NC(=O)COC(=O)Cc3c(F)cccc3Cl)oc(C)c12,-1%,u,x,4%,3%,-4
Cc1cccc(Nc2ccccc2C(=O)O)c1C,-10%,6%,21%,2%[8.37 µM],3%,-63*
CCOc1ccccc1C(=O)Nc1cccc(-c2ccc(N3CCOCC3)nn2)c1,u,-2%,x,u,-16%,25
CN(CC(=O)Nc1ncn[nH]1)S(=O)(=O)c1ccc(Cl)cc1,-11%,-2%,10%,0%,37%[activator],-3
COc1ccc(CCNC(=O)C(=O)NCC2OCCN2S(=O)(=O)c2ccc(C)cc2)cc1OC (configuration not stated),9%,-5%,-1%,u,8%,-11
CCN(CC1COc2ccccc2O1)C(=O)c1ccc(Cl)c(S(=O)(=O)N2CC(C)OC(C)C2)c1 (configuration not stated),u,2%,x,u,-7%,u
CCOC(=O)c1cc(-c2ccccc2)n(CC(=O)Nc2ccccc2OCC)c1C,4%,8%,x,x,x,-16
CCN(CC)CCn1c(=N)n(CCOc2ccccc2Cl)c2ccccc21,27%,1%,x,x,x,-99*
C=CCN1C(=O)c2ccc(C(=O)N(C)CC(=O)Nc3ccccc3Cl)cc2C1=O,-16%,4%,x,29%,2%,-20
CC(C)C[C@H](NC(=O)N1CCn2c1nc1ccccc12)C(=O)NCC1CCCO1 (some centres not stated),-2%,1%,x,13%,82%[activator],-25
N#C/C(=C\c1cccnc1)C(=O)NC1CCCCC1,0%,-1%,-1%,12%,17%,23
CCCNC(=O)[C@H](C)NC(=O)c1ccc(Br)cc1,-2%,1%,3%,20%,-3%,-5
CC(C)(C)c1cc(Cl)ccc1OCCOCCN1CCCC1,-4%,-10%,u,u,u,-10
Cc1ccc(CNC(=O)C2CCCCN2S(=O)(=O)c2ccccc2)cc1 (configuration not stated),3%,-3%,2%,u,8%,-21
COc1ccc(C(=O)Nc2nc(N3C(=O)c4ccccc4C3=O)n(-c3ccccc3)n2)cc1,-7%,-18%,u,-7%,57%[activator],67
Cc1nc2nc(NC(=O)c3ccc(C(C)(C)C)cc3)[nH]n2c(=O)c1C,19%,-5%,x,x,x,-20
CN1CCc2c(OCC(=O)NC3CCCCC3)cccc2C1=O,-9%,-14%,-2%,x,17%,23
C=CCn1c(=S)[nH]c2scc(-c3ccco3)c2c1=O,-2%,8.9µM*,u,-23%,-28%,-29
CN1CCN(c2cc(N3CCNCC3)ccc2[N+](=O)[O-])CC1,3%,-3%,-1%,-20%,-6%,u
CCCc1nnc(NC(=O)CCC(=O)N2CCN(CCOC(c3ccccc3)c3ccccc3)CC2)s1,-19%,3%,4%,-2%,-18%,9
c1ccc2c(-c3nc4ncccc4o3)cccc2c1,-12%,-31%,-7%,-39%,22%,126
COc1ccc(CNC(=O)c2cc3c(=O)n4ccccc4nc3n(CC3CCCO3)c2=N)cc1 (configuration not stated),u,-2%,3%,u,-7%,15
COc1cccc(/C=N/NC(=S)NCCc2ccccc2)c1,-12%,0%,3%,-23%,29%,1
CCOc1ccc(N(CC(=O)NCc2ccccc2)C(=O)CCC(=O)Nc2nccs2)cc1,-5%,2%,-1%,-23%,-1%,-1
COC(=O)c1ccc(CNC(=O)c2sccc2-c2ccccc2)cc1,x,x,x,u,8%,-11
COC(=O)c1sccc1NC(=O)c1cc(-c2cc(C)ccc2C)nc2ccccc12,0%,-19%,5%,-21%,-7%,76
Cc1ccc(CCC(=O)Nc2ccc(Cl)cc2)o1,6%,-26%,4%,-6%,3%,-14
CCc1ccc(OCC(=O)N2CCN(Cc3ccc4c(c3)OCO4)CC2)cc1,3%,1%,-4%,7%,-18%,-32
O=C(N[C@@H](CCC/[N+]([O-])=C/c1ccccc1)C(=O)O)OCc1ccccc1,x,x,x,19%,13%,-15
O=C(CCn1cccn1)Nc1cccc(C(F)(F)F)c1,12%,-2%,x,x,x,0
C=CCOc1ccc(C(=O)Nc2ccccc2C(=O)N2CCCC2)cc1,-4%,-19%,2%,-12%,11%,3
COC(=O)c1ccc(CSc2n[nH]c(C)n2)o1,u,2%,0%,37%[activator],5%,4
CCCCN1C(=O)/C(=C(/C#N)C(N)=O)c2ccccc21,2%,-27%,u,24%,-21%,8
O=C(O)c1ccc(N(c2ccccc2)c2ccccc2)cc1,4%,-19%,11%,12%,3%,65
COC(=O)c1ccccc1NC(=O)C(Cc1ccccc1)N1Cc2ccccc2C1=O (configuration not stated),16%,0%,x,x,x,u
COc1ccccc1-n1cc(C(=O)c2cc(Cl)ccc2O)cc(C#N)c1=O,-3%,-13%,0%,1%,0%,17
O=C(O)CSc1ccccc1C(=O)O,u,-17%,0%,15%,-13%,10
CN1CCN(C(=O)NC2CCCCC2)CC1,-6%,-2%,-1%,11%,u,17
CN1C(=O)/C(=C\C=C2/CCCN2C)N(C)C1=S,1%,-23%,u,-8%,17%,31
COc1cc(OC)c(C(=O)OCC(=O)Nc2cccc(S(=O)(=O)NC3=NCCCCC3)c2)cc1OC,x,x,x,u,1%[11.6 µM],-37
CC(c1cccnc1)N(C(=O)Nc1ccccc1)C1CCCCC1 (configuration not stated),-13%,-25%,0%,9%,0%,-4
Cc1ccccc1C(=O)N1CC(=O)Nc2ccc(F)cc2C1c1ccc(F)cc1 (configuration not stated),-6%,5%,12%,u,-4%,29

# 2 of the compounds above, with values under each structure.
# Sequence of screens – AmpC inh detg, Sm TGR block, FBPA Giardia inh, HCV inhibitor, AMA1 RON2 block, HCMV antiviral
Cc1cccc(Nc2ccccc2C(=O)O)c1C
    -10%, 6%, 21%, 2%[8.37 µM], 3%, -63*
CCOc1ccccc1C(=O)Nc1cccc(-c2ccc(N3CCOCC3)nn2)c1
    u, -2%, x, u, -16%, 25

# More entries follow:
SMILES,AmpC inh detg,Sm TGR block,FBPA Giardia inh,HCV inhibitor,AMA1 RON2 block,HCMV antiviral
CN(C)c1ccc(CNC(=O)c2ccc(CNc3c(N4CCCCC4)c(=O)c3=O)cc2)cc1,-18%,4%,-16%,-1%,-3%,-5
O=S(=O)(c1ccc(-c2ccccn2)s1)N1CCC2(CC1)OCCO2,-3%,-9%,4%,7%,-23%,38
COc1ccc(NC(=O)c2sc3cc(C(F)(F)F)cnc3c2-c2cccs2)cc1,1%,1%,4%,-2%,11%,19
CCOC(=O)c1cccc(NS(=O)(=O)c2cc3c(cc2C)NC(=O)CO3)c1,19%,3%,x,x,x,-23
O=C(CSc1nc(C2CCCCC2)nc2ccccc12)NCc1ccco1,2%,x,11%,u,32%[activator],-102*
CN(c1nc2ccccc2n2c(C3CC3)nnc12)S(=O)(=O)c1ccccc1,0%,0%,0%,14%,18%,-12
CC(=O)Nc1ccc(/C(C)=N/NS(=O)(=O)c2ccccc2)cc1,4%,2%,2%,-1%,16%,-18
COc1cc(-c2nc(-c3ccc4c(c3)-c3ccccc3S4(=O)=O)c(-c3ccccc3)[nH]2)cc(OC)c1O,-1%,-15%,-7%,u,-15%,-5
CC(NC(=O)c1ccc(C(C)(C)C)cc1)C(=O)O (configuration not stated),-17%,3%,-3%,9%,6%,9
O=C(CCNC(=O)N1C[C@H]2C[C@@H](C1)c1cccc(=O)n1C2)Nc1cccc(Cl)c1,-6%,-2%,4%,-10%,-1%,12
C=CCN(c1ccccc1OC)S(=O)(=O)c1cccc(C(=O)NC2=NCCS2)c1,x,x,x,u,68%[activator],17
Cc1ccnc(NC(=S)N2CCN(c3cccc(C(F)(F)F)c3)CC2)c1,-7%,5%,13%,u,-11%,-38
COc1ccc(-c2nc(=S)c3c(n2Cc2cccnc2)CC(C)(C)OC3)cc1,3%,-4%,-4%,2%,-11%,21
O=C(CCCN1C(=O)/C(=C/c2ccccc2Cl)SC1=S)NNC(=O)c1ccccc1Cl,-16%,-2%,4%,12%,23%[2.32 µM],-88*
Cc1cc(=O)oc2cc(NS(=O)(=O)c3ccc(F)cc3)ccc12,8%,-3%,7%,1%,-2%,-2
CC(C)Cc1nc(N2CCN(C(=O)Cc3ccccc3)CC2)c(C#N)c2c1COC(C)(C)C2,u,4%,2%,x,x,x
O=C(NC1CCC(=O)N(CCOc2ccccc2)CC1)OCc1ccccc1 (configuration not stated),-12%,6%,1%,-22%,-4%,-26
Oc1ccccc1N1CCN(c2ncnc3scc(-c4ccccc4)c23)CC1,u,5%,0%,u,-16%,-22
CCOc1ccc2c(c1)-c1c(ssc1=S)C(C)(C)N2,-1%,-6%,-7%,u,19µM*,x
COc1cccc(Nc2nc3ccccc3n3cnnc23)c1,u,35%,1%,u,12%,101
COc1ccc(N=C2C(=O)N3CCCc4cccc2c43)cc1,-2%,-19%,u,7%,-4%,5
Cc1ncc([N+](=O)[O-])n1CCOC(=O)Nc1ccc(Cl)c(Cl)c1,1%,3%,-4%,u,2%,33
COc1ccc(CCNC(=O)CSc2nc3[nH]ncc3c(=O)n2-c2ccc(C)c(Cl)c2)cc1OC,4%,18%,-2%,0%,5%,15
O=C(Cc1cccc2ccccc12)Nc1ccccc1Br,-21%,-9%,14%,7%,4%,-8
Cc1cc(NC(=O)Cc2ccc(Br)cc2)no1,0%,14%,-9%,-7%,0%,-19
Cc1ccc(C)c2[nH]c(=O)c(CCNC(=O)CC(C)(C)C)cc12,u,4%,1%,-2%,0%,u
Cc1ccc2nc(Cl)c(C3CC(c4ccco4)=NN3C(=O)CCCC(=O)O)cc2c1 (configuration not stated),2%,35µM*,16%,u,-5%,u
CC(C)NC(=O)C1CCCN(S(=O)(=O)c2cccc3nonc23)C1 (configuration not stated),3%,0%,8%,2%,3%,-5
COCCn1c(SCC(=O)Nc2nc(C)c(Cl)cc2Cl)nc2ccccc21,u,0%,5%,-22%,-13%,u
COc1cc(OC)cc(C(=O)NNC(=O)CCc2ccccc2)c1,-12%,15%,3%,5%,52%[activator],39
